Bioassay records (PubChem)
STAT1 inh: STAT1 signaling inhibition. NIH 3T3 STAT1-luciferase reporter, IFN-gamma, luminescence. inhibition, % at 5.5 µM. actives 0.35% (n = 200,000). AID 920;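 active = inhibition above a set limit, the mean inhibition across all tested compounds plus 3 SD, cut at about 34% in these data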;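 also: 0% = IFN-gamma with DMSO and 100% = IFN-gamma with 300 µM nifuroxazide; values of inactives mirror those of a sister screen read the other way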
HMGR II inh: blocks class II HMG-CoA reductase of Enterococcus faecalis; purified E. faecalis HMGR, NADPH absorbance 340 nm kinetic; inhibition, % at 10 µM; actives 0.41% (n = 190,000);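 active = inhibition above a set limit, the median over all tested compounds plus 3 SD, cut at about 9.5% in these data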;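 also: enzyme runs in reverse so mevalonate oxidation gives rising NADPH absorbance; 0% = complete reaction with DMSO and 100% = background rate lacking mevalonate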
Redox H2O2 prof: compounds producing H2O2 with reducing agent – biochemical, NIH compound library profiling, artefact control for MLSCN library redox annotation, primary screen; DTT-dependent redox cycling H2O2, phenol red/HRP absorbance; 100% = 100 µM peroxide control, 0% = buffer; activation, % at 10 µM; actives 0.03% (n = 200,000); AID 878;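 active = activation of at least 50% relative to the plate's high and low controls in the primary single-dose screen; inactive = activation below 50%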;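 also: compound incubated with DTT at 0.8 mM final as the reducing agent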
APP 5'UTR act: activates APP 5'UTR luciferase reporter; SH-SY5Y APP 5'UTR luciferase reporter, luminescence; zero percent = DMSO vehicle wells; activation, % at 2 µM; actives 1% (n = 190,000); AID 1276;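 active = activation above a set limit, based on mean plus 3 SD of controls, cut at about 140% in these data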; also: values of inactives mirror those of a sister screen read the other way
STAT1 act: STAT1 signaling activation. actives 2.6% (n = 200,000). NIH 3T3 STAT1-luciferase reporter, IFN-gamma, luminescence; 100% = IFN-gamma alone, no compound. activation (% of control), % at 5.5 µM. AID 932;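 active = activation above the screen-wide mean activation plus 3 SD, cut at about 130% in these data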;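 also: raw ratio to IFN-gamma control signal so 100% means no change and 0% no light; values of inactives mirror those of a sister screen read the other way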
NF-kB expr up: raises NF-kB expression in human neuronal cells | NF-kB reporter expression; hits give high values | fold change at 12.5 µM | actives 1.6% (n = 190,000); in the data active = fold change above about 3.3
Hsp70 act: Hsp70 transcriptional activation, primary screen; HeLa Hsp70 promoter luciferase reporter, luminescence; scaled: vehicle 0, proteasome-inhibitor control 100%; activation, % at 10 µM; actives 0.04% (n = 200,000); AID 1203;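 active = activation above the mean across all tested compounds plus 3 SD, cutoff set per campaign, cut at about 5.5% in these data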;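 also: 100% = MG132 at 30 µM as the positive control and 0% = DMSO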
STAT3 inh: STAT3 signaling inhibition; U3A cells, IL-6 STAT3-luciferase reporter, luminescence; host cell line lacks STAT1; AID 862; inhibition, % at 5.5 µM; actives 0.89% (n = 190,000);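 active = inhibition above the mean inhibition across all screened compounds plus 3 SD, cut at about 44% in these data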;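 also: 0% = DMSO only wells and 100% = 100 µM nifuroxazide control wells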
TLR4-MyD88 BLA: inhibitors of human TLR4-MyD88 binding. HeLa CL3-4 TLR4/MyD88 BLA complementation, FRET ratio. inhibition, % at 8.4 µM. actives 0.18% (n = 200,000). AID 861; in the data active = inhibition above about 25%;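 also: 0% = vehicle and 100% = reference inhibitor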
Target sequence (O00206 whole entry, looked up): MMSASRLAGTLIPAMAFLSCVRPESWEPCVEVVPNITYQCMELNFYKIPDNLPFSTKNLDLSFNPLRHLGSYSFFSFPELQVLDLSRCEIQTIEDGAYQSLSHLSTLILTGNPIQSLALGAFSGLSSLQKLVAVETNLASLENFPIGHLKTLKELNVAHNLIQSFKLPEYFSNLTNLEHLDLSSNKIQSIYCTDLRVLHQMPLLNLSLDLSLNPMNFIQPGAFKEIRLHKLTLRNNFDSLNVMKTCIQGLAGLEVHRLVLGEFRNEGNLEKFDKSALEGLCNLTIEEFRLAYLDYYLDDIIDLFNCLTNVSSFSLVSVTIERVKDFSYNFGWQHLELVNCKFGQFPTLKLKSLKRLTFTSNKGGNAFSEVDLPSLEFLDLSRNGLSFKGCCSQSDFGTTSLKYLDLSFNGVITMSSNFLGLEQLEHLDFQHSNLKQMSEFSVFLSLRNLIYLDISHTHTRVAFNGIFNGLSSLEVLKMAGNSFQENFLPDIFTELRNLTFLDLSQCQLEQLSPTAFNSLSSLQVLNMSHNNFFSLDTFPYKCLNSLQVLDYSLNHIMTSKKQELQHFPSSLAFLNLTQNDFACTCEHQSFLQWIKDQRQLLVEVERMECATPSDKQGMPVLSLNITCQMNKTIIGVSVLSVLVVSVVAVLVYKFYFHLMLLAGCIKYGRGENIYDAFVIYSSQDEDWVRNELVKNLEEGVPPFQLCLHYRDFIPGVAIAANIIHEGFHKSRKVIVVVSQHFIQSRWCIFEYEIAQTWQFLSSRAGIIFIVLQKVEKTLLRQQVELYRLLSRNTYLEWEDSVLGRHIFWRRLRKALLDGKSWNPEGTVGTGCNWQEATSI
Target sequence (Q99836 whole entry, looked up): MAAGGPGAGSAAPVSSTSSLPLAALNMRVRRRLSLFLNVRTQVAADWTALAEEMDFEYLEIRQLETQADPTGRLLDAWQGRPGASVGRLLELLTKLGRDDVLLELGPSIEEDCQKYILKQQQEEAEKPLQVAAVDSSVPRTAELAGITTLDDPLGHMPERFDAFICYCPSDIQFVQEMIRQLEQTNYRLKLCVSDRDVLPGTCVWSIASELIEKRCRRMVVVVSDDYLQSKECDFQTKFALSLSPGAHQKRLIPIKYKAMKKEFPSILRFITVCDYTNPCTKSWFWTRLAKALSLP
STAT3 activator: activators of IL-6 induced STAT3 signaling; U3A cells, IL-6 STAT3-luciferase reporter, luminescence; 100% = signal with IL-6 EC80 alone; activation (% of control), % at 5.6 µM; actives 0.91% (n = 190,000); AID 871;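 active = activation above the screen-wide mean of compound activation plus 3 SD, cut at about 130% in these data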;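 also: 0% = background luminescence of wells with medium and substrate only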
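Material: human U3A cells carrying STAT3-luciferase construct. Measured by: reporter luminescence signal. Timing: compound 1 h, then IL-6 6 h at 37 °C.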
Numbers without * were called inactive; . = not tested or not shown.

SMILES | STAT1 inh | HMGR II inh | Redox H2O2 prof | APP 5'UTR act | STAT1 act | NF-kB expr up | Hsp70 act | STAT3 inh | TLR4-MyD88 BLA | STAT3 activator
Cc1cc(NS(=O)(=O)c2ccc(Br)s2)no1 | 1 | . | 0.5 | -7 | 99 | . | -0.2 | 8 | -5 | 96
COc1cc(-c2nc(-c3ccccn3)no2)cc(OC)c1OC | -18 | -11 | 0.4 | 119 | 116 | 1.7 | 0.6 | 11 | -6 | 96
CC(C)NC(=S)NC(=O)c1ccc(-c2ccccc2)cc1 | 3 | -9 | -0.1 | -7 | 97 | 1.4 | -0.5 | 16 | -13 | 83
Cc1cc(Cl)ccc1OCC(=O)NNC(=O)c1cnccn1 | 2 | -6 | -0.7 | -13 | 98 | 0.92 | -0.1 | 18 | -3 | 93
Cc1[nH]c(=O)c(C#N)c2c1CCCC2 | 9 | 1 | 0.8 | 6 | 91 | 1 | -0.3 | 8 | 2 | 96
CCc1nc(NCCCCCO)c2nnn(Cc3ccccc3F)c2n1 | 0 | 1 | 0.0 | -7 | 95 | 0.96 | 0.3 | -16 | 2 | 114
O=C(c1cc(-c2cccs2)nc2ccccc12)N1CCN(S(=O)(=O)c2ccccc2)CC1 | 1 | -2 | -0.9 | 10 | 99 | 0.41 | -0.3 | -1 | 10 | 106
COc1ncnc2c1N=C1CC(C)(C)CC(N)=C1S2 | -5 | -1 | -0.7 | -6 | 105 | 0.91 | -0.5 | -2 | 19 | 107
Cn1c(N)c(C(=O)NCc2ccccc2)sc1=S | 0 | -1 | -1.5 | -7 | 102 | 1.4 | -0.2 | 17 | 12 | 90
O=C(NNC(=O)c1cccs1)c1ccc(Cl)cc1 | -5 | -1 | -0.5 | 14 | 105 | 1.6 | -0.3 | 6 | -13 | 94
O=C(Nc1ccc(Cl)cc1)Nc1ccc(S(=O)(=O)Nc2ncccn2)cc1 | 7 | -3 | 0.2 | -3 | 94 | 1.3 | -0.2 | 4 | 20 | 102
COc1ccc(Nc2nc(-c3c[nH]c4ccccc34)cs2)cc1 | -17 | -8 | -0.4 | 62 | 115 | 1.8 | -0.3 | -17 | -1 | 117
O=C(CCC(=O)NNC(=O)Cc1ccccc1)NCc1ccccc1 | -3 | -5 | -1.1 | 11 | 101 | 0.91 | -0.2 | 5 | -4 | 98
C=C(C)Cn1cnc2cc(C)c(C)cc21 | -4 | -2 | -0.7 | 0 | 102 | . | -0.2 | 2 | 4 | 103
COC1OC(CO)C(O)C(O)C1O (configuration not stated) | 1 | -2 | -0.6 | 0 | 98 | 1.3 | 0.0 | -5 | -9 | 105
Cc1ccc(-n2[nH]c(C)c(CCC#N)c2=O)cc1 | 4 | -2 | -0.6 | 1 | 96 | 1.2 | -0.2 | 7 | 3 | 98
Cc1cc(C)nc(NCCC(=O)O)n1 | -3 | -3 | -1.6 | -9 | 101 | 1 | -0.1 | 11 | -20 | 100
Clc1cc(Cl)cc(CSc2nnc(-c3sccc3-n3cccc3)o2)c1 | 5 | -2 | 2.9 | 6 | 95 | 1.2 | -0.1 | 3 | 0 | 98
CC(C)c1nc2cc3ccccc3cc2[nH]1 | -17 | 0 | -0.1 | 8 | 116 | 1.3 | -0.2 | -2 | -14 | 105
Cc1c(/C(O)=C2\C(=O)C(=O)N(CCN(C)C)C2c2cccs2)cnn1-c1ccccc1 (configuration not stated) | -26 | -2 | -3.9 | 56 | 124 | 1.6 | 0.1 | 4 | 3 | 103
Cc1cccc(NC(=O)c2nc[nH]c2C(=O)Nc2ccccc2[N+](=O)[O-])c1 | -3 | 3 | 0.2 | 2 | 102 | 1.1 | -0.4 | -1 | 12 | 103
CC(=O)Oc1ccc(C(=O)Nc2cccc(C(=O)c3cccc(NC(=O)c4ccc(OC(C)=O)cc4)c3)c2)cc1 | 14 | -4 | -0.4 | -15 | 88 | 1.2 | 0.0 | 2 | -9 | 99
CN(C)/C=N/c1ncc(C(=O)c2ccc(-c3ccccc3)cc2)s1 | 1 | -8 | -1.1 | 6 | 97 | 1.1 | -0.4 | 22 | -4 | 88
CCS(=O)CCSc1nc2ccccc2s1 (configuration not stated) | 3 | -2 | 0.2 | 0 | 97 | 0.8 | -0.1 | 17 | 3 | 88
COCCOC(=O)/C=C1/NC(=O)CS1 | -1 | 4 | 2.0 | -13 | 101 | 1.1 | -0.4 | 5 | 10 | 99
Cc1cc2cc(CCNC(=O)c3cccs3)c(=O)[nH]c2cc1C | -57 | -2 | 0.8 | 98 | 151* | 2 | 1.5 | -3 | 1 | 103
O=C(c1ccc(F)cc1)N1CCCC(c2ccccc2)C1 (configuration not stated) | 2 | 13* | -0.5 | -4 | 97 | 1.1 | -0.5 | -6 | 1 | 106
CC(=O)Nc1ccc(S(=O)(=O)NCC2CCC(C(=O)N3CCCCCC3)CC2)cc1 (configuration not stated) | 14 | -6 | -5.8 | -7 | 87 | 1.1 | -0.3 | 14 | 11 | 90
CC(=O)OC12CC3CC(C1)C(=NO)C(C3)C2 | 1 | 1 | 2.4 | 11 | 93 | 1.1 | -0.4 | 5 | 1 | 98
CCOC(=O)c1cc(C(=O)c2ccccc2O)cn2c(=O)c3c(C)c(C)sc3nc12 | -5 | -2 | 0.3 | 14 | 101 | 0.69 | -0.2 | 10 | 16 | 96
CCCOc1ccc(C(=O)NC(=S)Nc2nc3ccc(C)cc3s2)cc1 | -11 | -4 | -5.3 | -17 | 110 | 1.3 | 0.1 | 5 | -3 | 102
O=C(C1CCCCN1S(=O)(=O)c1ccccc1[N+](=O)[O-])N1CCCCC1 (configuration not stated) | 14 | -5 | -0.8 | 17 | 87 | 1.4 | -0.4 | 0 | 5 | 102
CC(=O)c1ccc(NC(=S)Nc2cccc(Cl)c2C)cc1 | -3 | -7 | -0.1 | -9 | 101 | 1.1 | 0.2 | 35 | -2 | 75
CN(C)c1ccnc2sc(C(=O)c3ccc(Br)cc3)c(N)c12 | -11 | -2 | 4.1 | 39 | 111 | 1.4 | -0.1 | 16 | -13 | 94
Cn1c(CCN2CCCCC2)nc2cc(NS(=O)(=O)c3ccc(F)cc3)ccc21 | 16 | 3 | -2.7 | -28 | 86 | 1.4 | -0.4 | 13 | 2 | 94
COc1ccccc1-n1cnnc1SCC(=O)NCC1CCCO1 (configuration not stated) | 13 | 1 | -0.4 | 1 | 86 | 1.2 | -0.1 | 3 | -14 | 105
O=C1c2cccc3cccc(c23)C(=O)N1OS(=O)(=O)c1ccc(Cl)cc1 | -6 | 5 | -0.2 | . | 105 | 0.99 | -0.2 | 4 | 4 | 97
O=C(OCc1ccc(Cl)cc1)c1cccnc1Cl | -23 | 0 | -0.1 | -10 | 120 | 1.3 | 0.1 | 16 | -2 | 89
COc1ccc(N2C(=O)CC(NCc3cccs3)C2=O)cc1 (configuration not stated) | 5 | -7 | 2.2 | 9 | 95 | 1.8 | -0.5 | 0 | -7 | 103
COc1cccc(C(=O)Nc2nnc(-c3cccs3)o2)c1 | -15 | 0 | -0.4 | 13 | 114 | 1.8 | -0.2 | 11 | -6 | 98
CCn1c(CNC(=O)C23CC4CC(CC(C4)C2)C3)nnc1SC | -3 | -1 | -0.8 | -5 | 102 | 0.96 | -0.2 | 11 | -3 | 101
CC1CCN(c2ccc(NC(=O)c3cccnc3)cc2)CC1 | -18 | -4 | 1.7 | 63 | 117 | 1.7 | 0.1 | 4 | 19 | 100
CC1CC(C)CN(C(=O)c2ccc3c(c2NCCO)C(=O)c2ccccc2C3=O)C1 (configuration not stated) | 8 | -4 | 0.1 | 1 | 93 | 0.48 | -0.2 | 8 | -2 | 98
O=C(NNC(=O)C1CCN(S(=O)(=O)c2ccc(Cl)cc2)CC1)c1ccccc1 | 4 | -7 | 0.2 | -13 | 97 | 1.1 | -0.4 | 1 | 4 | 97
Cc1cc2c(C)nc3ccccc3c2o1 | -1 | -1 | 0.6 | -5 | 104 | 1.1 | -0.1 | 10 | 4 | 93
Cc1nnc(SCc2cc(=O)oc3ccc4ccccc4c23)n1Cc1ccccc1 | 10 | -9 | 0.4 | -14 | 91 | 1 | -0.3 | -9 | 8 | 103
COc1ccc(C2CC(c3ccc(Br)cc3)=NN2C(=S)Nc2ccccc2)cc1 (configuration not stated) | -15 | -6 | -0.8 | 24 | 112 | 1.1 | 0.0 | 14 | -4 | 94
O=C(NCc1cn2ccsc2n1)c1cccs1 | -2 | 1 | -1.0 | 5 | 102 | 1.1 | -0.1 | 3 | 9 | 102
CCOC(=O)c1cnc(SCC(=O)Nc2ccc(NC(=O)CC)c(OC)c2)nc1N | 0 | -7 | -0.4 | 4 | 100 | 1.2 | -0.3 | 10 | -2 | 93
CCOc1ccc(Nc2oc(-c3ccc(Cl)cc3)nc2C#N)cc1 | -6 | -2 | 0.1 | 7 | 106 | 2.7 | -0.3 | 10 | 1 | 95
COC(=O)c1ccc(N2CCCCC2)c(N)c1 | -18 | -6 | -0.6 | 87 | 118 | 2.3 | -0.1 | -10 | -6 | 111

Among those listed so far, ten have four or more nitrogen atoms.
SMILES | STAT1 inh | HMGR II inh | Redox H2O2 prof | APP 5'UTR act | STAT1 act | NF-kB expr up | Hsp70 act | STAT3 inh | TLR4-MyD88 BLA | STAT3 activator
Cc1cc(Cl)ccc1OCC(=O)NNC(=O)c1cnccn1 | 2 | -6 | -0.7 | -13 | 98 | 0.92 | -0.1 | 18 | -3 | 93
CCc1nc(NCCCCCO)c2nnn(Cc3ccccc3F)c2n1 | 0 | 1 | 0.0 | -7 | 95 | 0.96 | 0.3 | -16 | 2 | 114
COc1ncnc2c1N=C1CC(C)(C)CC(N)=C1S2 | -5 | -1 | -0.7 | -6 | 105 | 0.91 | -0.5 | -2 | 19 | 107
O=C(Nc1ccc(Cl)cc1)Nc1ccc(S(=O)(=O)Nc2ncccn2)cc1 | 7 | -3 | 0.2 | -3 | 94 | 1.3 | -0.2 | 4 | 20 | 102
Cc1c(/C(O)=C2\C(=O)C(=O)N(CCN(C)C)C2c2cccs2)cnn1-c1ccccc1 (configuration not stated) | -26 | -2 | -3.9 | 56 | 124 | 1.6 | 0.1 | 4 | 3 | 103
Cc1cccc(NC(=O)c2nc[nH]c2C(=O)Nc2ccccc2[N+](=O)[O-])c1 | -3 | 3 | 0.2 | 2 | 102 | 1.1 | -0.4 | -1 | 12 | 103
Cn1c(CCN2CCCCC2)nc2cc(NS(=O)(=O)c3ccc(F)cc3)ccc21 | 16 | 3 | -2.7 | -28 | 86 | 1.4 | -0.4 | 13 | 2 | 94
COc1ccccc1-n1cnnc1SCC(=O)NCC1CCCO1 (configuration not stated) | 13 | 1 | -0.4 | 1 | 86 | 1.2 | -0.1 | 3 | -14 | 105
CCn1c(CNC(=O)C23CC4CC(CC(C4)C2)C3)nnc1SC | -3 | -1 | -0.8 | -5 | 102 | 0.96 | -0.2 | 11 | -3 | 101
CCOC(=O)c1cnc(SCC(=O)Nc2ccc(NC(=O)CC)c(OC)c2)nc1N | 0 | -7 | -0.4 | 4 | 100 | 1.2 | -0.3 | 10 | -2 | 93
